# Compound activity deposited in PubChem by Broad Institute.
# ERp5 inh: ERp5 (human) disulfide isomerase inhibition; Q15084; ERp5 insulin aggregation, absorbance 650 nm, 90 min; inhibition, % at 9.99 µM; 350,000 compounds, 0.05% hits; AID 651711;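 active = mean replicate inhibition above about 25%, with every replicate also reaching it, limit read from the data, passing the limit was not always enough; inconclusive = only one of those two criteria met; inactive = neither criterion met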
# Target sequence (Q15084 whole entry, looked up): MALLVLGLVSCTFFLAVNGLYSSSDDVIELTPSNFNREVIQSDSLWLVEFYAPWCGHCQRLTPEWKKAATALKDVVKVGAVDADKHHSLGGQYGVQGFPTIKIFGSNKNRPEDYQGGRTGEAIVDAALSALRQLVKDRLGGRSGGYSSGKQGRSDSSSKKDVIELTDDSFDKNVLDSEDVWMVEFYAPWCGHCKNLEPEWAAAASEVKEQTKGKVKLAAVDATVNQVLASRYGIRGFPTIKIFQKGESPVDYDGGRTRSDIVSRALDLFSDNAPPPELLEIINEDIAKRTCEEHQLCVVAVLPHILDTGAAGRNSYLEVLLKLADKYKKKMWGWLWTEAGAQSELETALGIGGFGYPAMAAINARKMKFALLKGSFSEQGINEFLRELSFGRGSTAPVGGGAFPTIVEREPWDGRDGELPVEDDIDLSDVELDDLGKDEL
# SIRT5 inh: sirtuin-5 (human) deacylase inhibition. Purified SirT5, succinyl-peptide AMC, trypsin-coupled fluorescence. AID 652115. 330,000 compounds, 1.1% hits. inhibition, % at 15 µM; in the data active = inhibition above about 15%; inconclusive = no clear call, values can overlap the other calls
# Target sequence (Q9NXA8 whole entry, looked up): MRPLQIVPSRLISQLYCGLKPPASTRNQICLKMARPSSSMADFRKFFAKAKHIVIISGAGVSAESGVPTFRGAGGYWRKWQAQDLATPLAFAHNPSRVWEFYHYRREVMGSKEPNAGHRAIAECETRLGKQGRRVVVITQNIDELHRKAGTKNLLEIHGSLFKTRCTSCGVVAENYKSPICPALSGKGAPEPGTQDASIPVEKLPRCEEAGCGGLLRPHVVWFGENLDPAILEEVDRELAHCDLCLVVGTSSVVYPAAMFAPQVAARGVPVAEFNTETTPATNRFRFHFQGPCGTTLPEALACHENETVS
# miR122 inh: blocks miR-122 activity in Huh7 sensor cells; activation (reporter increase), % at 12.5 µM; AID 602342; 340,000 compounds, 0.3% hits; Huh7 miR-122 Renilla luciferase sensor, 48 h; neutral wells = 0, positive control = 100;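 active = mean replicate activation score at least 90 and every replicate individually at or above 90; inconclusive = only one of the two criteria met; inactive = neither criterion met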;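 note: higher luciferase means less miR-122 activity so hits act as miR-122 inhibitors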
# Statin myotox sup: suppression of simvastatin myotoxicity; 330,000 compounds, 0.78% hits; C2C12 myotubes + simvastatin, ATP luminescence, 48 h; scaled: DMSO 0, geranylgeraniol control 100; rescue of ATP level, % at 7.49 µM;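 active = mean ATP rescue above about 67%, or every replicate alone reaching that limit, limit read from the data, passing the limit was not always enough; inconclusive = no clear call, values can overlap the other calls; inactive = mean under the limit and some replicate under it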;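 note: myotubes were challenged with 10 µM simvastatin during compound exposure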
# esBAF inh: blocks esBAF chromatin remodeling in mouse ES cells. reporter increase, % at 12.5 µM. 350,000 compounds, 2% hits. Bmi1-luciferase knock-in reporter, 24 h; 100% = twice the neutral-well signal; in the data active = activation above about 40%; inconclusive = no clear call, values can overlap the other calls;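 note: 0% = median of the plate's neutral control wells and 100% = double that signal; a rise in the Bmi1 reporter signal indicates esBAF inhibition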
# Cneo AK release: Cryptococcus neoformans lysis via adenylate kinase release; C. neoformans lysis, adenylate kinase release luminescence, 4 h; normalised: neutral wells 0, clomiphene wells 100; lysis activity, % at 15 µM; 360,000 compounds, 0.2% hits; AID 651654;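 active = mean lysis activity across replicates of at least 80%, whatever share of replicates individually reach that level; inactive = mean lysis activity below 80%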
#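 read-out = cell lysis signal | test system = log-phase Cryptococcus neoformans yeast cells | input = cells at 5 × 10^6 per mL | medium = fresh YPD growth medium | signal = luminescent adenylate kinase detection reagent | timing = 4 h at 37 °C static, read 1 h later | dosing = single dose | controls = Clomiphene as positive lysis control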
# ARNT TACC3 PPI: disruptors of human ARNT/TACC3 interaction; Q9Y6A5; AlphaScreen His-ARNT PAS-B/GST-TACC3 binding, luminescence; TACC3 fragment carries E629A point mutation; inhibition, % at 9.99 µM; 390,000 compounds, 0.66% hits; AID 623870;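 active = mean inhibition of replicates at least 50% and at least half of replicates each reaching 50%; inconclusive = half or more replicates reach 50% but mean below 50%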;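 note: 0% = complete ARNT plus TACC3 wells and 100% = ARNT alone without TACC3; many hits fall short of the cut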
# * hit, by the source's call; u = inconclusive; x = no result given; [ ] = remark or other dose.
SMILES,ERp5 inh,SIRT5 inh,miR122 inh,Statin myotox sup,esBAF inh,Cneo AK release,ARNT TACC3 PPI
Cc1cc(C)c2cc(CN(CCN3CCCC3)C(=O)Nc3ccc(F)cc3)c(=O)[nH]c2c1,x,x,-4,-25,7,-1,11
Cc1sc2nc(C3CC3)nc(SCC(=O)N3CC(=O)Nc4ccccc43)c2c1C,x,x,1,18,1,1,-7
c1ccc2c(c1)ncn2-c1cncnc1,-5,-2,-1,2,1,2,x
Cc1ccn2c(C(=O)N/N=C\c3ccccc3[N+](=O)[O-])c(C)nc2c1,x,x,0,20,6,15,3
O=C(Nc1cc(S(=O)(=O)N2CCOCC2)ccc1N1CCCC1)c1ccc(Cl)cc1,5,0,x,7,-8,1,x
Cc1ccc(NC(=O)C2CCCN(c3nccc(C)n3)C2)c(C)c1 (stereo not drawn),4,1,-6,6,5,-2,-2
COc1cc(OC)c(C(=O)OCC(=O)NC23CC4CC(CC(C4)C2)C3)cc1OC,-16,0,x,0,-2,1,x
O=[N+]([O-])c1ccc(Cl)cc1NCc1cccnc1,1,0,x,x,x,x,17
COc1cccc(Oc2cn[nH]c2-c2ccc(OCC(=O)NN)cc2O)c1,0,0,x,6,-11,x,3
CCCc1ccc(C(O)c2ncc(-c3ccc(OC)cc3)[nH]2)cc1 (stereo not drawn),-1,-1,7,4,-2,0,x
COc1cccc(-c2cc(NC=O)c3ncc(-c4ccc(F)c(Cl)c4)n3c2)c1,2,1,x,0,-4,3,x
Cc1ccc(C2NC(=NCc3ccccc3)Nc3nc(C)cc(=O)n32)cc1 (stereo not drawn),-4,0,4,16,4,-2,-4
CC1CCCCN1c1ncnc2ccccc12 (stereo not drawn),x,x,-1,-22,4,19,-2
Cc1nc(SCCC(=O)O)c2ccccc2n1,3,2,-1,11,0,0,-15
CN(C)CC(=O)N1[C@@H](C#N)[C@@H](c2ccc(C#CC3CCCC3)cc2)[C@@H]1CO,3,2,x,-24,0,1,3
COc1ccc(NC(=O)C(=O)NCC(c2ccco2)N2CCc3ccccc3C2)cc1 (stereo not drawn),3,-8,x,39,7,-1,0
CCOc1ccc2[nH]c(=O)c(CN(CCc3ccccc3)C(=O)c3cnccn3)cc2c1,x,x,-6,-9,-7,1,3
COc1ccc(N2CCN(C(=O)COc3ncnc4ccccc34)CC2)cc1,2,-1,-3,1,-4,0,-4
Cc1ccccc1-c1cnc(C(O)c2ccccc2)[nH]1 (stereo not drawn),5,4,1,10,49*,-1,x
Cn1nnnc1SCC(=O)NCc1ccc2c(c1)OCO2,2,0,x,x,x,x,0
O=C(CCSc1ccccc1)N1CCN(c2ccccc2)CC1,9,-5,-3,-5,37,0,1
Cn1c(CNc2ccc(O)cc2)nc2ccccc21,-1,-4,-6,21,34,4,18
C[C@H](CO)N1C[C@H](C)[C@H](CN(C)CC2CC2)Oc2ccc(NC(=O)Cn3cnnn3)cc2CC1=O,5,0,2[16.7 µM],17,-2,-2,-6
COc1cccc(OC)c1C(=O)NC(=S)NCc1cccnc1,7,4,2,5,-8,1,-2
C[C@@H]1CN([C@@H](C)CO)C(=O)c2cccc(NC(=O)c3ccncc3)c2O[C@H]1CN(C)C(=O)Nc1ccc(F)cc1,-2,1,-3[16.7 µM],19,-1,-1,x
CCCNC(=O)N[C@H]1C=C[C@H](CC(=O)NC2CCC2)O[C@H]1CO,24,-2,x,-2,0,-1,-1
COC(=O)N/N=C(\C)c1cccc(C(F)(F)F)c1,2,-2,x,x,x,x,-1
Cc1cc(C)c(NC(=S)NC(=O)c2c(Cl)c(C)nn2C)c([N+](=O)[O-])c1,x,x,-3,x,x,0,-12
CC(OC(=O)CN1C(=O)COc2ccccc21)C(=O)NCc1ccc(F)cc1 (stereo not drawn),-1,-2,-6,3,-4,2,-23
Cc1ccc(OCCn2c(=O)cnc3ccccc32)cc1,x,x,-8,3,32,-2,-4

# Quoted at random: five records from the list
SMILES,ERp5 inh,SIRT5 inh,miR122 inh,Statin myotox sup,esBAF inh,Cneo AK release,ARNT TACC3 PPI
COc1cccc(OC)c1C(=O)NC(=S)NCc1cccnc1,7,4,2,5,-8,1,-2
Cc1cc(C)c(NC(=S)NC(=O)c2c(Cl)c(C)nn2C)c([N+](=O)[O-])c1,x,x,-3,x,x,0,-12
C[C@@H]1CN([C@@H](C)CO)C(=O)c2cccc(NC(=O)c3ccncc3)c2O[C@H]1CN(C)C(=O)Nc1ccc(F)cc1,-2,1,-3[16.7 µM],19,-1,-1,x
C[C@H](CO)N1C[C@H](C)[C@H](CN(C)CC2CC2)Oc2ccc(NC(=O)Cn3cnnn3)cc2CC1=O,5,0,2[16.7 µM],17,-2,-2,-6
O=C(CCSc1ccccc1)N1CCN(c2ccccc2)CC1,9,-5,-3,-5,37,0,1

# Other structures.
SMILES,ERp5 inh,SIRT5 inh,miR122 inh,Statin myotox sup,esBAF inh,Cneo AK release,ARNT TACC3 PPI
Cc1ccc(C(=O)O)cc1S(=O)(=O)N1CCCC1,x,x,-4,-3,-3,-6,-9
COc1ccc(NC(=O)c2ccc(-n3cncn3)c([N+](=O)[O-])c2)cc1OC,-3,-2,9,-9,1,-1,-1
CC(C)Oc1ccc(/C(O)=C2/C(=O)C(=O)N(CCN3CCNCC3)C2c2cccc([N+](=O)[O-])c2)cc1 (stereo not drawn),2,-1,x,2,-9,1,-17
CCCCNCCCOc1cccc(Cl)c1,x,x,-1,x,2,10,-1
COc1ccc(-c2c(C)n([O-])c3c([n+]2=O)CCCC3)c(OC)c1,10,1,-5,-3,2,1,-21
CN1CCN(C(=O)CN(C)S(=O)(=O)c2ccc(F)cc2)CC1,-3,2,x,6,7,0,6
COc1ccc(C2=NO[C@@H]3C(=O)N(Cc4ccccc4)C(=O)[C@H]23)c(OC)c1,0,-2,0,x,x,-1,x
O=C(O)CN1C(=O)C(=O)N(Cc2c(F)cccc2Cl)C1=O,5,-4,-1,1,-2,-4,x
Nc1nnc2c(n1)CCCC2,x,x,-1,x,-11,7,55*
CCN(CC)CC(O)Cn1c(-c2ccccc2Cl)nc2ccccc21 (stereo not drawn),0,x,10,x,x,-1,x
C[C@@H]1CN([C@H](C)CO)C(=O)c2cccc(NS(=O)(=O)c3ccc(F)cc3)c2O[C@@H]1CN(C)S(C)(=O)=O,9,-3,-5[16.7 µM],x,2,-2,-2
C[C@@H]1CN([C@@H](C)CO)S(=O)(=O)c2ccc(C#C[C@@H](C)O)cc2O[C@H]1CN(C)CC1CCCC1,-3,4,14[16.7 µM],-172,-18,2,-15
COc1ccc(C(=O)NNC(=O)C2(C)CC2(Br)Br)cc1 (stereo not drawn),3,-7,-3,2,14,1,x
CCCn1cnc2scc(-c3ccc(C)cc3)c2c1=O,4,-3,x,x,x,x,1
Cc1ccnc2nc(C(=O)OCC(=O)c3ccc(Cl)cc3)nn12,-2,0,x,7,-2,-3,5
CCN(CC(=O)NCc1ccc(Cl)cc1)C(=O)c1ccc2cc(OC)ccc2c1,-3,-3,18,13,8,2,x
C[C@@H]1CN([C@@H](C)CO)S(=O)(=O)c2ccc(-c3ccncc3)cc2O[C@@H]1CN(C)C(=O)Nc1ccc(C(F)(F)F)cc1,3,-3,30[16.7 µM],-16,-6,-1,-6
O=C(Nc1nnc(SCC(=O)N2CCCCC2)s1)c1cccs1,x,x,10,9,11,-3,3
COc1ccc(NC(=O)CSc2nc3ccccc3c(=O)n2CCCN2CCOCC2)c(OC)c1,3,0,-3,-4,-7,0,2
CC(C)(Cc1ccc(O)cc1)NC(=O)c1ccccc1,6,-1,-14,8,3,-2,24

# Among those listed so far, these contain a COOH group:
SMILES,ERp5 inh,SIRT5 inh,miR122 inh,Statin myotox sup,esBAF inh,Cneo AK release,ARNT TACC3 PPI
Cc1nc(SCCC(=O)O)c2ccccc2n1,3,2,-1,11,0,0,-15
Cc1ccc(C(=O)O)cc1S(=O)(=O)N1CCCC1,x,x,-4,-3,-3,-6,-9
O=C(O)CN1C(=O)C(=O)N(Cc2c(F)cccc2Cl)C1=O,5,-4,-1,1,-2,-4,x

# Next records follow.
SMILES,ERp5 inh,SIRT5 inh,miR122 inh,Statin myotox sup,esBAF inh,Cneo AK release,ARNT TACC3 PPI
C=CCn1nc2ccccc2c1OC,-1,-3,1,4,18,0,-3
CCOc1ccccc1/C=N/N1CCN(Cc2ccccc2)CC1,-4,-4,6,5,-4,2,19
C[C@H](CO)N1C[C@H](C)[C@H](CN(C)S(C)(=O)=O)Oc2ncc(C#CC3CC3)cc2C1=O,0,2,22[16.7 µM],43,-5,75,1
Cc1ncc(CSc2nnnn2-c2ccccc2)c(N)n1,7,-3,-2,2,-7,4,-9
CN(CC(=O)Nc1ccccc1Br)C(=O)c1ccccc1OCc1ccc(F)cc1,1,0,6,4,5,-2,4
O=C1c2ccccc2NC(c2cccc(O)c2)N1Cc1ccco1 (stereo not drawn),-1,-12,31,u,5,-2,-4
CC(C)=C(NC(=O)c1ccccc1)C(=O)NCCc1nc2ccccc2[nH]1,5,2,-3,33,-2,-1,1
O=C(CSc1ncn[nH]1)OCN1C(=O)c2ccccc2C1=O,x,x,-7,6,0,0,2
CCCNC(=O)Nc1ccc2c(c1)OC[C@@H](C)N(C(=O)c1ccccc1F)C[C@H](C)[C@@H](OC)CN(C)C2=O,1,0,x,-11,0,7,-10
COc1cc(Nc2c3c(nc4ccccc24)CCCC3)cc(OC)c1OC,4,-1,-15,0,-3,x,4
CCOc1ccc(NC(=O)c2sc3nc(N4CCOCC4)c4c(c3c2N)CC(C)(C)OC4)cc1,1,-5,-3,-14,-10,0,-5
Nc1nc2n(n1)C(c1ccco1)CC(c1ccccc1)N2 (stereo not drawn),x,x,1,-2,-13,0,7
CC(C)c1ccc(NC(=O)C2C3C=CC4(O3)C2C(=O)N(CCCN2CCCCC2)C4C(=O)NC2CCCCC2)cc1 (stereo not drawn),-4,-3,-7,-25,-7,-1,-2
COc1cccc(N2CC(O)=C(c3nc4ccccc4c(=O)[nH]3)C2=N)c1,x,x,16,-123,13,-1,-3
CN(CC(=O)NCCc1ccccc1)S(=O)(=O)c1cccs1,x,x,0,1,8,-2,32
Cc1onc(-c2ccccc2)c1C(=O)N1CCN(C(=O)c2ccco2)CC1,x,x,-5,-1,4,-1,2
CCCNC(=O)[C@H]1[C@H](CO)[C@H]2Cn3c(ccc(-c4ccccc4F)c3=O)[C@@H]1N2C(=O)CC,1,-15,1[16.7 µM],-13,-1,0,-4
COCC#Cc1ccc([C@@H]2[C@H]3CN(C(=O)Nc4cc(F)ccc4F)CCCCN3[C@H]2CO)cc1,-1,-1,1[16.7 µM],-45,-2,1,1
S=C(c1c[nH]c2ccc(Br)cc12)N1CCOCC1,0,0,x,x,x,x,5
Cc1nc2nc3c(cn2n1)C(=O)CC(c1ccccc1)C3 (stereo not drawn),x,x,-14,7,-3,-2,-1
CCOc1cccc(C2/C(=C(/O)c3ccc4c(c3)CC(C)O4)C(=O)C(=O)N2CCN2CCOCC2)c1 (stereo not drawn),-5,-3,-6,28,0,1,10
Cc1ccc(S(=O)(=O)N[C@H]2CC[C@H](CCNC(=O)C3CC3)O[C@H]2CO)cc1,-4,4,x,3,2,-3,-5
C=CCOc1ccc(/C(O)=C2\C(=O)C(=O)N(CCCOC)C2c2ccncc2)cc1 (stereo not drawn),x,x,-5,6,-6,0,-11
O=C(CCN1CCOCC1)N1CCc2c([nH]c3ccccc23)C1c1cccc(Cl)c1 (stereo not drawn),5,-3,x,x,x,x,7
O=C1CSC(=O)N1CCOCCN1C(=O)CSC1=O,x,x,-3,2,7,-2,2
Cc1ccc(C(C)C)c(OCC(O)CNC2CCCC2)c1 (stereo not drawn),-2,-6,5,-35,-24,5,-5
CCOC(=O)c1cc(-c2ccc(OC)cc2)nc2c1c(C)nn2CCC(N)=S,2,2,-1,4,1,3,-9
CCc1nc2c(s1)CCc1onc(-c3ccc(Cl)cc3)c1-2,7,x,1,-2,-6,5,-3
O=C(CSc1nc(=O)n(Cc2ccccn2)c2c1CCC2)Nc1ccc(F)cc1F,3,-4,24,5,5,2,3
